Screens deposited in PubChem by The Scripps Research Institute Molecular Screening Center.
proKLK7 act: activates the human kallikrein-7 zymogen. activation, % at 7 µM. P49862. AID 652039. 0.9% of 370,000 active. purified proKLK7, EDANS-DABCYL substrate fluorescence; 100% is mature enzyme control, 0% vehicle;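 active = activation above the mean of all tested compounds plus 3 SD, computed per campaign excluding outliers beyond control limits, cut at about 13% in these data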
DDE Tn7 FP inh: DD(E)-Tn7 binding inhibition, primary FP screen; P02675; FP displacement of FITC-Tn7 peptide from fibrin DD(E); 0% = median of compound wells per plate; inhibition, % at 8.3 µM; 0.13% of 370,000 active; AID 720508;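 active = inhibition above the mean of compounds falling within the control limits plus 3 SD of them, cut at about 14% in these data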;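 note: 0% = plate median of compound wells and 100% = 10 µM Aha-Tn7 peptide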
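Also added: labelled Tn7 tracer, 0.1 µM; Assay system: human fibrin DD(E) protein; Amount: 2 µM fibrin DD(E); Schedule: 10 min compound pre-incubation, 3 h probe incubation at room temperature; Repeats: one replicate per compound; Read-out basis: percent inhibition; Measured by: fluorescence polarization of the labelled Tn7 tracer.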
MBD2 inh: blocks human MBD2 binding to methylated DNA | Q9UBB5 | 0.31% of 370,000 active | TR-FRET, MBD2 binding to methylated oligonucleotide | inhibition, % at 4.4 µM | AID 686964; in the data active = inhibition above about 13%
ASAP1 GAP inh: inhibitors of human ASAP1 ArfGAP activity; inhibition, % at 16.5 µM; ASAP1-stimulated ARF1 GTP hydrolysis, GDP FP detection; AID 624377; Q9ULH1; 0.19% of 360,000 active; in the data active = inhibition above about 25%;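 note: 0% = vehicle with enzyme and substrate and 100% = no enzyme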
PLC-gamma1 inh: PLC-gamma1 (human) inhibition, primary screen; 0.84% of 370,000 active; P19174; inhibition, % at 12.2 µM; purified PLC-gamma1, fluorogenic substrate, fluorescence; in the data active = inhibition above about 9.5%
UHRF1 MBD2 ctr: UHRF1 methyl-DNA binding inhibition | UHRF1 binding to methylated oligo, TR-FRET | inhibition, % at 4.4 µM | 0.75% of 370,000 active | AID 687016; in the data active = inhibition above about 21%;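 note: UHRF1 SRA domain binding a hemimethylated CpG hairpin DNA probe; 0% = median of test compound wells and 100% = reference inhibitor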
PLC-beta3 inh: PLC-beta3 (human) inhibition, primary screen | Q01970 | AID 720704 | Purified PLC-beta3, fluorogenic substrate, fluorescence | 0.18% of 370,000 active | inhibition, % at 12.2 µM; in the data active = inhibition above about 11%;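 note: 0% = median of compound wells on plate and 100% = full blocker control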
Target sequence (Q01970 whole entry, looked up): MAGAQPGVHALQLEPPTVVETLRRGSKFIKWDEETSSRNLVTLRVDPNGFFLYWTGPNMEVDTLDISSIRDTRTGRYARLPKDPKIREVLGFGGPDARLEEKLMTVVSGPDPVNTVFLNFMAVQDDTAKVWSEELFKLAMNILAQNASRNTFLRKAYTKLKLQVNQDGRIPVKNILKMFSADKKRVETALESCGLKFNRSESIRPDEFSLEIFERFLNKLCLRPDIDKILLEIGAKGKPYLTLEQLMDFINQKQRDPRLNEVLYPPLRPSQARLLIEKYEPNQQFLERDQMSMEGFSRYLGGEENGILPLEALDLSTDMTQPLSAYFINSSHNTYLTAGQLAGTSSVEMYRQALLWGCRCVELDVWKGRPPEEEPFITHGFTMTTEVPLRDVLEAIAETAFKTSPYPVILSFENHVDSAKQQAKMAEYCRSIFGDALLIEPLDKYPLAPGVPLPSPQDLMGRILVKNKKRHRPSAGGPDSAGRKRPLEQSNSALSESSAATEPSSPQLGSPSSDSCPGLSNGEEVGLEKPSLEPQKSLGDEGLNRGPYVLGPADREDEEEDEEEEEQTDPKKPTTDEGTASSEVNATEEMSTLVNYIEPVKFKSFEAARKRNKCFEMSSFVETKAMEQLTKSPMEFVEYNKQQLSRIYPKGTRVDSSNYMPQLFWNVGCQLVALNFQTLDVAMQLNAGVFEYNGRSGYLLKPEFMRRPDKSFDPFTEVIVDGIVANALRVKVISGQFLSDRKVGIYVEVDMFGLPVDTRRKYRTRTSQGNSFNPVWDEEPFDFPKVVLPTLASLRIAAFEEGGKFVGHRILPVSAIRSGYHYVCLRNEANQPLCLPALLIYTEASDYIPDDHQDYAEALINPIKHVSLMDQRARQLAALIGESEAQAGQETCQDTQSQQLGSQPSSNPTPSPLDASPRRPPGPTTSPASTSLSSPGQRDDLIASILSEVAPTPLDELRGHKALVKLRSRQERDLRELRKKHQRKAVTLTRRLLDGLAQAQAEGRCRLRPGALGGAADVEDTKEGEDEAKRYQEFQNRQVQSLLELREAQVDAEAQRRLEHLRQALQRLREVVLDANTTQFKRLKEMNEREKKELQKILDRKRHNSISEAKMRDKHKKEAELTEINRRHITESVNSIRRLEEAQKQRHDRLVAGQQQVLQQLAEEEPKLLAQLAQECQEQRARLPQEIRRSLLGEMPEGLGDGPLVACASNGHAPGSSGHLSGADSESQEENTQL
Tn6 DDE FP: disrupts Tn6 cyclic peptide binding to fibrin D-Dimer-E complex; AID 720509; P02675; Fibrin DD(E) TRITC-Tn6 fluorescence polarization displacement; 0.21% of 370,000 active; inhibition, % at 8.3 µM;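 active = inhibition above a per-campaign cutoff: mean of compounds within control limits plus 3 SD, cut at about 15% in these data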;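 note: 0% = median of all compound wells on the plate and 100% = blocking peptide control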
ARFGAP1 inhibitor: inhibits rat ARF GTPase activating protein 1. Q62848. Arfgap1-stimulated ARF1 GTP hydrolysis, GDP FP detection. inhibition, % at 16.5 µM. 0.26% of 360,000 active;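 active = inhibition above a per-plate limit, mean inhibition of low control wells plus 3 SD, cut at about 25% in these data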;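 note: 0% = DMSO wells with enzyme and 100% = wells lacking Arfgap1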
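system = rat Arfgap1 catalytic domain, aa 1-136 | technique = FP, GDP Alexa 633 tracer displaced from anti-GDP antibody, 620/688 nm | compound = one concentration, 16.5 µM, DMSO 1.26% | medium = HEPES-based buffer, pH 7.5 | timing = compound-enzyme preincubation 20 min, reaction 120 min, detection 60 min, 25 °C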
ADAM17 inh: inhibits human ADAM17. P78536. recombinant ADAM17, EDANS/DABCYL FRET peptide cleavage. 0.83% of 370,000 active. inhibition, % at 6.95 µM;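 active = inhibition above the mean of compounds lying between control limits plus 3 SD, set per campaign, cut at about 8.5% in these data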;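 note: 0% = DMSO-only wells as the low control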
Active calls of the source: *; i = inactive; . = no result given.

SMILES	proKLK7 act	DDE Tn7 FP inh	MBD2 inh	ASAP1 GAP inh	PLC-gamma1 inh	UHRF1 MBD2 ctr	PLC-beta3 inh	Tn6 DDE FP	ARFGAP1 inhibitor	ADAM17 inh
CCN(CC)C(=O)CSc1nnc(-c2ccco2)n1Cc1ccco1	-0.9	-2	-2	-14	-4	-2	0	3	-2	-2
CC(C)CN(CC(C)C)c1nc(N)c(C#N)c(CC#N)c1C#N	-3.7	-3	-3	8	-168	-1	-174	-2	10	-16
CCOC(=O)Cn1nnc(-c2cccc(OC)c2)n1	0.0	-4	-5	0	4	0	1	-3	16	0
COc1ccc(-c2cc3ncc(C(C)=O)c(C)n3n2)cc1	-0.2	10	1	-5	-43	1	-58	3	6	-7
O=C(O)c1ccccc1Nc1cccc(C(F)(F)F)c1	-0.4	-4	1	9	-26	0	-37	-7	-10	-2
O=C(Nc1ccc(NC(=O)c2ccccc2)nc1)c1ccncc1	0.5	2	-2	6	1	3	1	-2	-1	-3
NC(=S)NNc1c(F)c(F)c(F)c(F)c1F	0.7	6	-1	-7	-2	0	-4	5	16	-3
C=CCSc1nn2c(=O)c3ccccc3nc2s1	0.4	1	1	3	-1	-4	1	5	1	0
COc1cc(-c2ccc(NC(=O)CN3CCC(C)CC3)c(OC)c2)ccc1NC(=O)CN1CCC(C)CC1	-0.2	4	-1	-3	10*	1	6	-7	-1	1
Cn1nnnc1SCC(=O)c1c(N)n(C)c(=O)n(C)c1=O	0.2	4	1	-2	1	1	4	-6	1	0
COc1cc(/C=C2/C(=O)N(c3ccc(C(=O)O)cc3)N=C2C)cc(OC)c1O	1.4	-1	-8	7	-26	2	-1	-7	4	3
C/C(=N\NC(=S)NCc1ccccc1)c1ccc(Cl)cc1	-0.3	-5	2	-5	1	2	1	-1	-16	4
COc1ccc(C2=CC(=O)C[C@H](c3ccc(F)cc3)C2)c(F)c1F	0.7	4	2	21	3	5	0	-13	-2	9
CC(C)NC(=O)c1cc2c(C(F)(F)F)nn(C)c2s1	-0.2	-6	1	5	0	-1	5	0	12	0
Cc1ccc(S(=O)(=O)N2CCN(C(=O)COC(=O)CNC(=O)c3ccc(Cl)cc3Cl)CC2)c(C)c1	-0.4	3	-2	-2	6	0	-8	2	5	-1
CC(=O)c1ccc(S(=O)(=O)Nc2ccc(C(=O)NCC(c3cccs3)N3CCOCC3)cc2)cc1 (stereo unspecified)	0.1	2	3	8	0	-3	-5	1	11	0
COc1cc(C(=O)Nc2ccc(C(=O)c3cccs3)cc2)cc(OC)c1OC	0.3	-4	6	-2	1	3	-7	0	0	2
CCOC(=O)c1sc(/N=C/c2c(O)ccc3ccccc23)cc1C	0.0	6	-9	-11	0	-6	-5	3	12	-1
Cc1ccc2nc3sc(C(=O)N4CCCc5ccccc54)c(N)c3cc2c1	0.0	7	-3	6	-95	-3	-140	9	-11	-1
O=C(NNC(=S)NC1CC2C=CC1C2)c1cccnc1 (stereo unspecified)	-0.3	-10	1	-13	2	1	3	-1	8	1
O=C(COC(=O)/C=C/c1cccc([N+](=O)[O-])c1)NCCCN1CCCC1=O	0.1	-3	-4	-7	6	0	3	-2	3	-2
Clc1ccc(-c2cc(COc3ccc4ccccc4c3)no2)cc1	-0.4	-8	1	-14	0	0	0	-2	-1	-3
N#CC(C#N)=c1ccc2c(c1)N1C(c3ccccc3)=CC(c3ccccc3)C3CCCCC31N=2 (stereo unspecified)	-0.2	-6	-4	11	3	0	-5	-2	4	0
COc1ccccc1/C=C/C=N/n1c(-c2ccccn2)n[nH]c1=S	-5.3	7	-7	-3	-7	0	-16	10	-6	-9
CCOc1ccc(NCc2cccn2-c2nnc(N3CCC(C(=O)NCCCN4CCCCC4C)CC3)s2)cc1 (stereo unspecified)	0.4	-4	1	-15	-2	-2	-12	-9	6	0

Profiles from above. Screens in order: proKLK7 act | DDE Tn7 FP inh | MBD2 inh | ASAP1 GAP inh | PLC-gamma1 inh | UHRF1 MBD2 ctr | PLC-beta3 inh | Tn6 DDE FP | ARFGAP1 inhibitor | ADAM17 inh
Profile of C=CCSc1nn2c(=O)c3ccccc3nc2s1 → 0.4 | 1 | 1 | 3 | -1 | -4 | 1 | 5 | 1 | 0
Profile of CCOC(=O)Cn1nnc(-c2cccc(OC)c2)n1 → 0.0 | -4 | -5 | 0 | 4 | 0 | 1 | -3 | 16 | 0
Profile of N#CC(C#N)=c1ccc2c(c1)N1C(c3ccccc3)=CC(c3ccccc3)C3CCCCC31N=2 (stereo unspecified) → -0.2 | -6 | -4 | 11 | 3 | 0 | -5 | -2 | 4 | 0
Profile of O=C(O)c1ccccc1Nc1cccc(C(F)(F)F)c1 → -0.4 | -4 | 1 | 9 | -26 | 0 | -37 | -7 | -10 | -2
Profile of COc1cc(-c2ccc(NC(=O)CN3CCC(C)CC3)c(OC)c2)ccc1NC(=O)CN1CCC(C)CC1 → -0.2 | 4 | -1 | -3 | 10* | 1 | 6 | -7 | -1 | 1

Next section
SMILES	proKLK7 act	DDE Tn7 FP inh	MBD2 inh	ASAP1 GAP inh	PLC-gamma1 inh	UHRF1 MBD2 ctr	PLC-beta3 inh	Tn6 DDE FP	ARFGAP1 inhibitor	ADAM17 inh
CCOc1ccccc1N1CCN(C(=O)c2ccc3c(c2)OCO3)CC1	-0.8	4	-3	-5	0	0	-4	6	3	-2
CCCCOc1ccc(CN=C(N)N)cc1Cl	0.1	-5	2	-1	3	0	-7	1	3	1
Cc1[nH]nc2c1C(c1cn[nH]c1-c1ccc(F)cc1)C(C#N)=C(N)O2 (stereo unspecified)	-0.8	-4	-4	2	-3	-7	-2	1	2	-1
COc1cc(/C=C2\C(=N)N3N=C(C)SC3=NC2=O)cc(OC)c1OCCOc1ccccc1C	0.6	-4	-1	1	-8	-3	-20	5	7	-33
Cc1noc(/C=C/c2cccs2)c1S(=O)(=O)N1CCC(C(=O)NCCCN2CCC(C)CC2)CC1	-0.2	-2	2	-7	-2	-1	-4	1	5	-4
COC(=O)c1cc(COc2ccc3c(c2)oc(=O)c2ccccc23)c(C)o1	-1.2	11	2	9	-23	2	-28	0	1	-9
CN(C)S(=O)(=O)c1cc(NC(=O)CSc2cccc[n+]2[O-])ccc1Cl	0.5	-4	-4	15	4	-3	-6	6	0	2
O=C(Nc1ccccc1Oc1ccccc1)c1cccs1	0.1	-2	2	14	3	2	1	-6	5	1
CC(C)CN1CCC1(C)C(=O)Nc1cc(-c2ccccc2)nn1C (stereo unspecified)	-0.2	-4	-4	-10	1	-3	1	0	7	-1
CC(=O)Nc1oc(-c2cccc3ccccc23)nc1C#N	78*	5	-1	6	i	-3	i	3	-14	-420
COc1cc(C(=O)NCCSc2ccc(Br)cc2)cc(OC)c1OC	-0.7	4	2	-5	0	0	-5	5	10	-1
O=C(CNC(=S)N(Cc1ccccc1)Cc1cccnc1)NC1CCCCC1	-0.3	0	0	-4	2	0	1	2	-9	1
CSc1nc(C)c(Cc2ccccc2)c(=O)[nH]1	-0.6	-24	2	-13	11*	0	0	-11	-2	2
CC(c1nnc(SCC(=O)Nc2cccnc2Cl)n1-c1ccccc1)N(C)C (stereo unspecified)	0.1	5	-5	-6	0	-3	2	-2	-6	3
COc1cc(C=c2c3ccccc3n3c2cc(-c2ccccc2)[n+]3C)cc(OC)c1OC	-1.2	3	-2	14	-128	7	-188	17*	21	-46
CCC(=O)Nc1c(-c2ccccc2Cl)c(=O)c2ccccc2n1C	-0.3	7	2	-15	4	-3	-3	0	-3	-4
COc1ccc(/C=C(\C#N)C(=O)OCC(=O)NC2CC2)cc1	-0.7	-1	3	13	0	-1	-1	2	6	-2
O=S(=O)(NCc1ccco1)c1ccc2c(c1)Cc1ccccc1-2	0.1	11	1	-4	-11	2	-13	7	-12	-4
CSCCC(NC(=O)c1ccccc1Cl)C(=O)N1CCN(C(C)=O)CC1 (stereo unspecified)	-0.6	2	3	5	0	0	-5	-3	-5	-2
O=C(Nc1cccc(Br)c1)c1ccc(Cl)c(S(=O)(=O)N2CCOCC2)c1	0.1	0	0	9	0	-3	4	-7	10	5
COc1ccc2c(c1)[C@]1(C(=O)N2C)C2=C(CCCC2=O)Oc2cc(C)oc(=O)c21	0.5	-2	-1	-8	5	-2	4	11	-7	-1
CCOC(=O)C1=NN(c2cccc(Cl)c2)C2=NC(C)=C(C(=O)OC)C(c3cccs3)N12 (stereo unspecified)	0.4	-3	0	-1	-1	2	-4	-1	8	0
S=c1[nH]nc(C2(c3ccccc3)CCCC2)o1	0.0	-3	-3	-1	1	0	-4	8	11	-3
N#Cc1ccc(Cn2ccc3ccc(-c4ccc5ccn(C(=O)c6ccccc6)c5c4)cc32)cc1	-2.1	-3	1	.	-48	-6	-68	6	.	-6
N#C/C(=C\c1c(N2CCCCCC2)nc2ccccn2c1=O)C(N)=O	1.6	2	1	1	-17	-2	-29	2	2	-32
COc1ccc(C(=O)Nc2cccnc2)cc1S(=O)(=O)N1CCOCC1	0.1	-2	-1	5	4	1	2	3	5	-1
COC(=O)N/N=C(C)/C=C/c1ccccc1	0.0	1	-11	-13	0	-1	2	-1	-3	2
COc1ccc(CN2CCC(C(=O)c3ccc(Cl)cc3)CC2)cc1	0.1	-5	0	7	-7	0	-11	-1	3	-2
CC1CN(C2CCN(S(=O)(=O)Cc3ccccc3)CC2)CC(C)O1 (stereo unspecified)	0.0	2	2	12	3	2	1	7	8	1
CCOC(=O)CCc1c(C)nc2cc(-c3ccc(Cl)cc3)[nH]n2c1=O	-0.2	-6	4	-6	-4	6	-6	3	6	-1
